# High-throughput results as filed in PubChem BioAssay.
# Myeloid diff 2 – induction of myeloid progenitor differentiation, primary screen, cell-based, flow cytometry, MLPCN library; ER-HoxA9 myeloid progenitors, lysozyme-GFP differentiation; calls only at 10 µM; 360,000 tested, 1% active;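 active = normalized GFP-positive differentiation at or above the plate's own cutoff, the solvent-only control mean plus 3 SD; inconclusive = no clear call, values can overlap the other calls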;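 note: cells exposed to compound for four days before flow analysis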
# MgcRacGAP inhibition – MgcRacGAP GTPase-activating activity inhibitors, confirmation, biochemical, ADP Hunter fluorescence; inhibition, % at 30 µM, or IC50 in µM where a hit was titrated; MgcRacGAP-stimulated Rac1 GTP hydrolysis, ADP Hunter fluorescence; higher % means a stronger effect; GST-tagged Rac1 F28L mutant substrate; 340,000 tested, 0.6% active; Rac GTPase-activating protein 1 (Homo sapiens); AID 624330, 2012;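 active = first-screen hits whose inhibition reached a set limit at any dose in the follow-up dose series; inconclusive = inhibition above the set first-screen limit but never retested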;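 note: fluorescence reports GDP produced by GAP-driven GTP hydrolysis; strong numbers were not always called active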
# Myeloid diff 2 GFP+ MAC1+ % – second read-out of Myeloid diff 2, no call of its own (marks repeat the call); GFP+ MAC1+ double positive, %; measured here: differentiation confirmed by MAC1 staining
# * hit, by the source's call; i = inactive; ? = inconclusive; . = not tested or not shown; + = active, no number. These rows are one share of the data; count on the stated rates, not on these rows.
# Second line of a record – Myeloid diff 2 | Myeloid diff 2 GFP+ MAC1+ % | MgcRacGAP inhibition
- Cn1ncc2c1NC(c1ccc(F)cc1)SCC2=O (stereo not drawn)
    i | 0.3 | 13.3%
- C(=NOCCc1ccccc1)c1ccccn1
    i | 0.2 | 4.8%
- COC(=O)C1=C(C(=O)OC)C2C=CC1C1C(OC(C)=O)C(OC(C)=O)C21 (stereo not drawn)
    ? | . | 0.9%
- COc1ncnc2c1ncn2CCCNc1ccc(C)c(C)c1
    i | 0.9 | 102µM*
- Cc1ccc2c(c1)C1(C(=O)N2)N2CCCC2C(C(=O)c2ccc3ccccc3c2)C12C(=O)Nc1ccccc12 (stereo not drawn)
    i | 0.1 | -2.9%
- C[C@@H]1CN([C@H](C)CO)C(=O)CCCn2nncc2CO[C@H]1CN(C)Cc1ccc2c(c1)OCO2
    i | 0.9 | 14.0%
- CCCSc1nc2c([nH]1)c(=O)n(C)c(=S)n2C
    i | 0.8 | 8.7%
- COc1ccc(NC(=O)CSc2nc3ccsc3c(=O)n2CCC(=O)O)cc1
    i | 0.4 | 6.3%
- c1ccc(-c2ccc(-c3ccccc3)[nH]2)cc1
    i | 1.2 | 14.6%
- O=C1OC(Oc2ccc(Br)cc2)(c2ccccc2)c2ccccc21 (stereo not drawn)
    i | 1.1 | 3.3%
- CCOc1ccc2nc(SCC(=O)N(CC(C)C)c3c(N)n(CC(C)C)c(=O)[nH]c3=O)[nH]c2c1
    i | 0.7 | 10.3%
- CCCCCCN1C[C@@H](O)[C@H](n2cc(C3CC3)nn2)C[C@@H]1c1ccc(C)cc1
    i | 0.3 | 6.0%
- COc1ccc(C2=CCCC2)c(OC)c1
    i | 1.4 | 4.3%
- C[C@H]1CN([C@@H](C)CO)C(=O)CCCn2nncc2CO[C@H]1CN(C)C(=O)c1cc(-c2ccccc2)on1
    i | 0.4 | 6.1%
- O=C(c1ccc(F)cc1)N1CCN(S(=O)(=O)c2ccc3c(c2)OCCO3)CC1
    i | 1.1 | 3.8%

# Next section (4 carried over from the part before).
# Second line of a record – Myeloid diff 2 | Myeloid diff 2 GFP+ MAC1+ % | MgcRacGAP inhibition
- CCCCCCN1C[C@@H](O)[C@H](n2cc(C3CC3)nn2)C[C@@H]1c1ccc(C)cc1
    i | 0.3 | 6.0%
- COc1ccc(C2=CCCC2)c(OC)c1
    i | 1.4 | 4.3%
- C[C@H]1CN([C@@H](C)CO)C(=O)CCCn2nncc2CO[C@H]1CN(C)C(=O)c1cc(-c2ccccc2)on1
    i | 0.4 | 6.1%
- O=C(c1ccc(F)cc1)N1CCN(S(=O)(=O)c2ccc3c(c2)OCCO3)CC1
    i | 1.1 | 3.8%
- COc1ccc(C(CNC(=O)CCNS(=O)(=O)c2ccc(Br)cc2)N2CCOCC2)cc1 (stereo not drawn)
    i | 0.7 | 3.8%
- CCOC(=O)C1=NNC(C(=O)OCC)C1c1ccccc1 (stereo not drawn)
    i | 1.2 | 1.9%
- O=C1[C@@H]2[C@@H](CN3CN(c4ccccc4)N=C(c4ccccc4)[C@@]23c2ccccc2)C(=O)N1c1ccccc1
    i | 1.5 | 3.5%
- N#CCCN1CCN(CCC#N)c2ccccc21
    i | 0.6 | 16.1µM*
- COc1ccccc1N1CCN(C2CCCN(C(=O)c3cc(C(C)C)on3)C2)CC1 (stereo not drawn)
    i | 1.2 | 5.9%
- N#CC1c2ccccc2-c2ccccc2N1C(=O)c1ccccc1 (stereo not drawn)
    i | 0.5 | -15.9%
- CCCCN1C[C@H](CSC)[C@@H](CC(=O)Nc2ccc(Br)cc2)C1=O
    i | 1.6 | 14.3%
- N#CCCCC1(CCCC#N)OCCO1
    i | 0.7 | 3.4%
- COc1ccccc1C(=O)NCC(=O)N(C)Cc1nc2ccccc2c(=O)[nH]1
    i | 1.9 | 4.8%
- CCOc1ccc(OCC(=O)Nc2cc(Cl)ccc2-n2cncn2)cc1
    i | 1.5 | 20.4%
- C[C@@H]1CN([C@@H](C)CO)S(=O)(=O)c2ccc(Br)cc2O[C@H]1CN(C)C(=O)CN(C)C
    + | 4.7* | 6.8%
- CCOC(=O)Nc1c(Cl)[nH]c(=O)n(C)c1=O
    i | 1.4 | 0.4%
- CCC(C)C(N)C1=NC(C(=O)N[C@@H](CC(C)C)C(=O)N[C@H](CCC(=O)O)C(=O)N[C@H](C(=O)N[C@H]2CCCCNC(=O)[C@H](CC(N)=O)NC(=O)[C@@H](CC(=O)O)NC(=O)[C@H](Cc3cnc[nH]3)NC(=O)[C@@H](Cc3ccccc3)NC(=O)[C@H]([C@@H](C)CC)NC(=O)[C@@H](CCCN)NC2=O)[C@@H](C)CC)CS1 (stereo partly drawn)
    i | 1.9 | 12.4%
- COC(=O)C1=C/C=C\CN(C(c2ccccc2)c2ccccc2)/C=C\1C(=O)OC
    i | 1.0 | 0.3%
- O=C1CCN(Cc2ccccc2)C=C1C(=O)c1ccccc1
    i | 0.3 | 5.5%
- N#CC1(c2cccc(Br)c2)C(=O)Nc2ccccc21 (stereo not drawn)
    i | 1.0 | 2.2%
- c1cnc2ccc3c(c2c1)COCO3
    i | 1.0 | 12.0%
- CCN(CC(=O)Nc1cccc(F)c1)CC(=O)Nc1ccc2c(c1)OCCO2
    i | 0.5 | 3.5%
- CC(=NNc1nc2ccccc2o1)c1cc2ccccc2cn1
    ? | . | 16.5%
- COc1cccc(/C=C2\SC(=S)N(CCCC(=O)N3CCOCC3)C2=O)c1
    + | 2.7* | 10.6%
- O=C(O)CCCCCCCCCCC1CCC(O)C1O (stereo not drawn)
    i | 1.3 | 1.7%
- O=C(NCCCN1CCCC1=O)c1cc(S(=O)(=O)N2CCN(c3ccccc3)CC2)ccc1Cl
    i | 0.3 | 3.5%
- C[C@H]1CN([C@@H](C)CO)C(=O)CCCn2cc(nn2)CO[C@@H]1CN(C)C(=O)CCC(F)(F)F
    i | 0.9 | 14.3%
- O=C(Nc1ccccc1)Nc1ncc(C(F)(F)F)cc1Cl
    i | 0.3 | 17.4%
- NC(=O)c1ccc(N2CCCC2)nc1
    i | 0.6 | 1.7%
- Cc1ccc(OCC(=O)O)c(O)c1
    i | 0.4 | 9.3%
- COc1cc2ccc(C(C)=O)cc2cc1OC
    i | 1.2 | 7.4%
- COc1ccc(C2=Nc3ccccc3C2(O)CCN2C(=O)c3ccccc3C2=O)cc1 (stereo not drawn)
    i | 0.8 | 8.9%
- CCN1C(=O)[C@H]2[C@@H](c3ccc(C(F)(F)F)cc3)N[C@]3(CCCN(Cc4ccc(OC)cc4)C3=O)[C@H]2C1=O
    i | 1.1 | 3.6%
- COCC1CCCCN1C(=O)c1cc(COc2ccc(C)c(C)c2)on1 (stereo not drawn)
    i | 0.7 | 9.8%
- Cc1ccc2c(c1)sc1nncn12
    i | 0.5 | 2.6%
- C[C@@H]1CCCCO[C@H](CN(C)C(=O)Nc2cccc3ccccc23)[C@@H](C)CN([C@H](C)CO)C(=O)c2cc(N(C)C)ccc2O1
    i | 0.5 | 21.8%
- O=C(CCSCCC(=O)NN=Cc1ccccc1O)NN=Cc1ccccc1O
    i | 0.7 | 7.5%
- O=[N+]([O-])c1ccc(COc2ccccc2CN2CCOCC2)cc1
    i | 0.9 | 8.4%
- COc1ccc(S(=O)(=O)N2CCC(C(=O)NCCC(=O)NCCc3cccc(F)c3)CC2)cc1
    i | 1.0 | 5.1%
- CC(C)CNC(=O)c1ccccc1C(=O)NC1(C(=O)NCC(C)C)CCCC1
    i | 1.4 | 5.7%
- CCOCCCn1c(SCC(=O)Nc2oc(C)c3c(C)n[nH]c(=O)c23)nc2ccccc2c1=O
    i | 1.0 | -2.6%
- CC(C)COC(=O)N(C)C[C@@H]1OCc2cn(nn2)CCCC(=O)N([C@@H](C)CO)C[C@H]1C
    i | 0.7 | 6.8%
- Cc1ccccc1C1(O)c2ccccc2-c2ccccc21
    i | 1.4 | 5.6%
- CN1CCN(c2nc3cc(N4CCOCC4)ccc3s2)CC1
    i | 0.6 | 11.8%
- CN(Cc1ccccn1)C(=O)c1cc(COc2ccc(F)cc2Cl)on1
    i | 1.9 | 2.1%
- CC(C)(C)S(=O)(=O)N1Cc2cc(CO)cc(CCO)c2[C@H]1CCO
    i | 0.7 | 6.0%
- C[C@H](CO)N1C[C@H](C)[C@@H](CN(C)C(=O)c2ccc3c(c2)OCO3)Oc2cc(/C=C/c3ccccc3)ccc2S1(=O)=O
    i | 0.5 | 7.9%
- COc1ccc(CCNC(=O)c2ccc(NC(=O)CC3SC(N4CCCC4)=NC3=O)cc2)cc1OC (stereo not drawn)
    i | 1.8 | 5.1%
- NC(=O)C1=C(c2ccccc2)c2ccccc2C1=O
    i | 2.2 | 18.8%
- C[C@@H]1CN([C@H](C)CO)C(=O)CCCn2cc(nn2)CO[C@H]1CN(C)S(=O)(=O)c1ccc(-n2cccn2)cc1
    i | 1.0 | 8.4%
- O=[N+]([O-])c1cc(C=NN2CCCCCC2)ccc1Cl
    i | 0.2 | 2.9%
- COc1ccc(N)c(C)c1
    i | 2.1 | 7.1%
- O=C(NCC(=O)N1CCCCCCC1)c1ccc(Cl)c(Cl)c1
    i | 2.2 | 16.3%
- Cc1ccccc1OCCC(=O)OCC(=O)Nc1ccc(C)c(S(=O)(=O)N2CCCCC2)c1
    i | 1.3 | -25.4%
- Cc1ccnc(NC(=O)CCNC(=O)c2ccc(Br)cc2)c1
    i | 0.6 | 10.5%
- Cc1ccc(S(=O)(=O)N2CCN(C(=O)c3cc(S(=O)(=O)N4CCOCC4)ccc3F)CC2)cc1
    i | 0.8 | -1.6%
- O=C1CC(c2ccccc2)=NO1
    i | 0.8 | 4.7%
- Cc1ccc(-n2c(=O)c3c(c4cc(C)ccc4n3C)n(CC(=O)NCC3CCCO3)c2=O)cc1 (stereo not drawn)
    i | 1.7 | 2.6%
- Cc1nc(NC(=O)c2ccccc2)sc1-c1cc(C(=O)O)nn1Cc1ccccc1
    i | 9.5 | 4.8%
- Cc1cccc(C)c1NC(=O)CN1CCN(C(=O)CNC(=O)Cc2cccc3ccccc23)CC1
    i | 0.6 | 4.6%
- Cc1ccc(S(=O)(=O)N2C[C@H]3N(C(=O)OC(C)C)N(C(=O)OC(C)C)C[C@H](OC(=O)NCc4ccccc4)[C@@]3(O)C2)cc1
    i | 1.0 | 10.7%
- C[C@H]1CN([C@@H](C)CO)C(=O)c2cc(Br)cnc2O[C@@H]1CN(C)S(C)(=O)=O
    i | 1.2 | -4.7%
- CC(C)CC1C(=O)N(Cc2cn(CCC3OCCCO3)nn2)CCS(=O)(=O)N1Cc1ccc(-c2ccc(Cl)c(Cl)c2)cc1 (stereo not drawn)
    i | 0.5 | 9.9%
- N#Cc1ccc(C(=O)Nc2cc(S(=O)(=O)N3CCOCC3)ccc2N2CCOCC2)cc1
    i | 2.0 | 19.0%

# Part of the list above, bar-delimited.
Structure | Myeloid diff 2 | Myeloid diff 2 GFP+ MAC1+ % | MgcRacGAP inhibition
Cc1ccc2c(c1)C1(C(=O)N2)N2CCCC2C(C(=O)c2ccc3ccccc3c2)C12C(=O)Nc1ccccc12 (stereo not drawn) | i | 0.1 | -2.9%
C[C@@H]1CN([C@H](C)CO)C(=O)CCCn2nncc2CO[C@H]1CN(C)Cc1ccc2c(c1)OCO2 | i | 0.9 | 14.0%
CCCSc1nc2c([nH]1)c(=O)n(C)c(=S)n2C | i | 0.8 | 8.7%
COc1ccc(NC(=O)CSc2nc3ccsc3c(=O)n2CCC(=O)O)cc1 | i | 0.4 | 6.3%

# (more compounds)
# Second line of a record – Myeloid diff 2 | Myeloid diff 2 GFP+ MAC1+ % | MgcRacGAP inhibition
- CCc1nnc(NS(=O)(=O)c2ccc(NC(=O)c3ccc([N+](=O)[O-])s3)cc2)s1
    i | 0.7 | 4.8%
- O=C(N=Nc1c(O)[nH]c2ccccc12)Nc1ccccc1
    i | 0.7 | 8.9%
- Cc1nc2c(cnn2CCO)c(=O)[nH]1
    i | 0.8 | 1.1%
- CC1CCN(S(=O)(=O)c2ccc3c(c2)C(Cl)(Cl)C(=O)N3)CC1
    i | 0.9 | 60.3µM*
- S=C1SCCCN1Cc1ccc(Cl)cc1
    i | 0.1 | 4.8%
- Cc1cc(C)c2nc(Nc3nc(CSc4nc5ccccc5[nH]4)cc(=O)[nH]3)nc(C)c2c1
    i | 0.7 | 1.6%
- O=c1cc(-c2ccccc2)[nH]n1-c1ccccc1
    i | 0.4 | 10.8%
- CC(C)C1C(=O)N(Cc2cn(CCC3OCCCO3)nn2)CCS(=O)(=O)N1Cc1ccc(-c2ccc(F)nc2)cc1 (stereo not drawn)
    i | 0.2 | 7.6%
- O=C(O)CC(C(=O)O)C(c1ccccc1)c1ccccc1 (stereo not drawn)
    i | 0.7 | 0.1%
- Cc1ccc(S(=O)(=O)N2CCN(C(=O)COC(=O)/C=C/c3ccc(OC(F)F)cc3)CC2)cc1
    i | 0.5 | 3.3%

# Already shown: two of the compounds above.
# Second line of a record – Myeloid diff 2 | Myeloid diff 2 GFP+ MAC1+ % | MgcRacGAP inhibition
- CCc1nnc(NS(=O)(=O)c2ccc(NC(=O)c3ccc([N+](=O)[O-])s3)cc2)s1
    i | 0.7 | 4.8%
- O=C(N=Nc1c(O)[nH]c2ccccc12)Nc1ccccc1
    i | 0.7 | 8.9%
